# Screening results (PubChem)
# AmpC inh detg = qHTS Inhibitors of AmpC Beta-Lactamase (assay with detergent) | actives 0.041% (n = 370,000) | AmpC hydrolysis of nitrocefin, absorbance 480 nm, 0.01% Triton | P00811 | Potency, µM (series often up to 114 µM), for inactives: at the top dose activity change, negative = inhibition, actives largely listed as inhibitors;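 also: potency is read from the fitted curve at half-maximal effect; 0% = no-compound wells and -100% = no-enzyme wells; nearly all actives have a fitted effect of over 25% in size; some results filed as inactive show a strong effect at the top dose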
# Target sequence (P00811 whole entry, looked up): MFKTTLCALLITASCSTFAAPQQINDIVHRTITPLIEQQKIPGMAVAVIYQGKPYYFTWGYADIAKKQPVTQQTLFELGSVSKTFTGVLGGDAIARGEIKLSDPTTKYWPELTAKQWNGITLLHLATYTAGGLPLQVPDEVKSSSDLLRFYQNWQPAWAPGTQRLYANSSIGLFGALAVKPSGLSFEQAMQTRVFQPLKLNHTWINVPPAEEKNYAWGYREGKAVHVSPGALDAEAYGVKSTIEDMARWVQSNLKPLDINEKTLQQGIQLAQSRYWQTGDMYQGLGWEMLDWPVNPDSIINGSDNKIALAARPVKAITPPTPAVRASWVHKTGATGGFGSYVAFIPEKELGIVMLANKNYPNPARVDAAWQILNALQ
#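 AmpC (5.3 nM in the dispensed reagent) in 20 mM phosphate pH 7.0 with 0.01% (detergent screen) or 0.0001% Triton X-100 was preincubated with compounds for 15 min at room temperature. Nitrocefin was then added from an 800 uM solution, and hydrolysis was followed at 480 nm.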
# HCMV antiviral = qHTS Assay for inhibitors of the human cytomegalovirus (HCMV); HFF cells, HCMV-luciferase reporter, 72 h; stronger effect = lower value; actives 4.5% (n = 410,000); AID 1259415, 2018; activity change, negative = inhibition, % at 57.5 µM; in the data active = activity change below about -60%; inconclusive = no clear call, values can overlap the other calls; inactive = above about -39%
#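 Two compound doses tested in HFFs infected with HCMV-luciferase, MOI 1 PFU/cell, 72 h at 37C. Lysate luminescence read with OneGlo; data normalized against buffer-only and 10uM Salinomycin inhibitor controls.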
# HCV inhibitor = qHTS Assay for Inhibitors of Hepatitis C Virus (HCV) | Huh7.5.1 HCVcc-Cre infection, luciferase reporter, 44 h | Potency, µM (doses to about 41.8 µM), for inactives: top-dose activity change, negative = inhibition, hits mostly inhibitors | actives 3.4% (n = 340,000) | AID 651820, 2012; also: potency is read from the fitted curve at half-maximal effect
#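 HCVcc-Cre virus at an moi near 0.5 was added right after compound to cells cultured 4 h from seeding (1,000 cells/well). Luciferase activity was determined 44 h later, 15 min after substrate addition at RT.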
# Sm TGR inh = qHTS Assay for the Inhibitors of Schistosoma Mansoni Peroxiredoxins. Schistosoma mansoni thioredoxin glutathione reductase (TGR), Q962Y6. purified TGR, DTNB reduction, TNB absorbance 405 nm. Potency, µM (highest dose often 114 µM), for inactives: at the highest dose activity change, negative = inhibition, usual class: inhibitors. actives 3% (n = 360,000); also: potency is read from the fitted curve at half-maximal effect; nearly all actives have a fitted effect of over 60% in size
#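 Kinetic colorimetric format: TGR-catalysed, NADPH-driven DTNB reduction monitored via TNB absorbance. Enzyme dispensed at 20 nM; compound exposure 15 min at room temperature before reaction start.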
# Giardia FBPA inh = qHTS Assay for Inhibitors of Fructose-1,6-bisphosphate Aldolase from Giardia Lamblia; actives 0.71% (n = 290,000); A8B2U2; AID 2451, 2010; purified Giardia FBPA; Potency, µM (top dose mostly 59.6 µM), inactives show at the top dose activity, negative = inhibition, actives largely listed as inhibitors; also: potency is read from the fitted curve at half-maximal effect; nearly all actives have a fitted effect of over 55% in size
# Target sequence (A8B2U2 whole entry, looked up): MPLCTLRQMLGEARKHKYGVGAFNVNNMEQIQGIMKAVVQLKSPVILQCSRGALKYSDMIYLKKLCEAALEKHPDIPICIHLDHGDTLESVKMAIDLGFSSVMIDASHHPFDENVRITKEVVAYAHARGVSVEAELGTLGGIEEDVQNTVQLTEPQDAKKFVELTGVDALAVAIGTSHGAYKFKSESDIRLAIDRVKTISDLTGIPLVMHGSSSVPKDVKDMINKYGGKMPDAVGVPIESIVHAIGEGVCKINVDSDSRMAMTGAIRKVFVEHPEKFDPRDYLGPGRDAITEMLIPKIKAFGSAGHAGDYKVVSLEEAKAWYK
#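 40 nM FBPA preincubated 10 min at RT with compound (up to 57.5 uM final), then substrate plus GAPDH/TPI/NAD/arsenate coupling and diaphorase/resazurin added. Fluorescence read after 20 min at RT, 525/598 nm.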
# AmpC no deterg = qHTS Inhibitors of AmpC Beta-Lactamase (assay without detergent); actives 0.52% (n = 330,000); AmpC nitrocefin hydrolysis, absorbance 480 nm, 0.0001% Triton; Potency, µM (doses to about 57.1 µM), for inactives: top-dose activity change, negative = inhibition, most hits filed as inhibitors; P00811;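 also: potency is read from the fitted curve at half-maximal effect; plate controls were no compound for no effect and no enzyme for full effect; nearly all actives have a fitted effect of over 20% in size; some results filed as inactive show a strong effect at the top dose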
#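 AmpC (5.3 nM in the dispensed reagent) in 20 mM phosphate pH 7.0 with 0.01% (detergent screen) or 0.0001% Triton X-100 was preincubated with compounds for 15 min at room temperature. Nitrocefin was then added from an 800 uM solution, and hydrolysis was followed at 480 nm.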
# Numbers without * were called inactive; ? = inconclusive; · = no result given; [ ] = another dose, or the depositor's remark. Unless noted, calls follow the shape of the dose curve; as a rule, active = well fitted curve in the direction sought with a large enough effect; inconclusive = small, poorly fitted or top-dose-only effect, or another doubt; inactive = no such curve, though single readings can be large; an effect the other way counts as inactive or inconclusive. Unless noted, % is scaled to controls: 0 for no effect and ±100 for the full control effect.
# The opening 4 records, ahead of the listing:
1. COc1ccccc1N1CCN(C(=O)CCCCCn2c(=O)[nH]c3ccsc3c2=O)CC1
2. CC(C)(C)c1ccc(C(=O)NCC(c2cccs2)S(=O)(=O)c2ccccc2)cc1 (stereo unspecified)
3. O=C(C1=C[C@@H](c2ccc(C(F)(F)F)cc2)C[C@@H](OCc2ccc(CO)cc2)O1)N1CCN(Cc2ccccc2)CC1
4. Cc1cccc(C)c1OP(N)(=O)OCC(F)(F)F (stereo unspecified)

assay / compound	1	2	3	4
AmpC inh detg	6%	1%	9%	4%
HCMV antiviral	-12	-6	-6	-15
HCV inhibitor	9%	·	-23%	16%
Sm TGR inh	15%	-4%	35µM*	7%
Giardia FBPA inh	5%	·	-5%	7%
AmpC no deterg	60%	·	127%[activator]	-18%

# All compounds of this part (from the top)
1. COc1ccccc1N1CCN(C(=O)CCCCCn2c(=O)[nH]c3ccsc3c2=O)CC1
2. CC(C)(C)c1ccc(C(=O)NCC(c2cccs2)S(=O)(=O)c2ccccc2)cc1 (stereo unspecified)
3. O=C(C1=C[C@@H](c2ccc(C(F)(F)F)cc2)C[C@@H](OCc2ccc(CO)cc2)O1)N1CCN(Cc2ccccc2)CC1
4. Cc1cccc(C)c1OP(N)(=O)OCC(F)(F)F (stereo unspecified)
5. NC(=O)c1ccsc1NC(=O)COC(=O)Cc1n[nH]c(=O)c2ccccc12
6. CCC(=O)N1CCc2cc(Br)cc(S(=O)(=O)CCC(=O)N(C)c3cccc(C)c3)c21
7. COCC(C)NC(=O)CSc1nc2nn(-c3ccccc3)c(=O)c-2c2n1CCCCC2 (stereo unspecified)
8. C#CCOCCOCCOCCNc1nc(N2CCN(C(=O)CCCCCCCCCCNC(=O)[C@@H](CCSC)n3cc(CCO)nn3)CC2)nc(N2CCN(C(=O)CCCCCCCCCCNC(=O)[C@H](CCSC)n3cc(CCO)nn3)CC2)n1

assay / compound	1	2	3	4	5	6	7	8
AmpC inh detg	6%	1%	9%	4%	-4%	?	-11%	-11%
HCMV antiviral	-12	-6	-6	-15	-11	-24	37	?
HCV inhibitor	9%	·	-23%	16%	12%	·	7%	4%
Sm TGR inh	15%	-4%	35µM*	7%	-23%	?	-12%	-8%
Giardia FBPA inh	5%	·	-5%	7%	·	·	2%	·
AmpC no deterg	60%	·	127%[activator]	-18%	-30%	21%	-12%[11.4 µM]	163%[activator]

9. O=c1[nH]c2cc(NCCO)c([N+](=O)[O-])cc2[nH]1
10. Cc1cccc(C(C(=O)NC2CCCC2)N(C(=O)c2csnn2)C2CCCC2)c1 (stereo unspecified)
11. O=C(C1=C[C@H](c2coc3ccccc3c2=O)C[C@H](OCc2ccc(CO)cc2)O1)N1CCN(Cc2ccc3c(c2)OCO3)CC1
12. CCOC(=O)c1[nH]c(C)c(C(=O)NC(CC)Cc2ccccc2)c1C (stereo unspecified)
13. CCOCCCNC(=O)c1c(NC(=O)Cc2coc3ccc(C)cc23)sc2c1CCC2
14. N#Cc1ccccc1CSC1=NCCS1
15. CC(NC(=O)C1CCN(C(=O)Nc2ccccc2)CC1)c1ccccc1 (stereo unspecified)
16. CCc1cc2c(cc(C(=O)OC)n2Cc2nc(-c3ccc(C)cc3)oc2C)s1

assay / compound	9	10	11	12	13	14	15	16
AmpC inh detg	-8%	-10%	1%	-2%	2%	0%	-18%	27%
HCMV antiviral	6	7	0	-9	-5	?	2	5
HCV inhibitor	24%	18%	8%	·	·	3%	14%	·
Sm TGR inh	-9%	-12%	-17%	4%	54%[activator]	4%	-8%	6%
Giardia FBPA inh	-12%	-5%	0%	·	·	5%	·	·
AmpC no deterg	-18%	24%	102%[activator]	·	·	-17%	-14%	·

17. Cc1[nH]c2ccccc2c1/C=N/Nc1ccc(F)cc1F
18. Cc1ccc2ncnc(Oc3ncccc3NC(=O)C(C)(C)C)c2c1
19. CNC[C@H]1Oc2ccc(NC(=O)Nc3ccccc3)cc2CC(=O)N([C@H](C)CO)C[C@H]1C
20. CCN(CC)S(=O)(=O)c1ccc(N/N=C(\C)c2ccc3c(c2)OCO3)c([N+](=O)[O-])c1
21. CC1CCCC(NC(=O)Cn2cc3c(n2)CCCCC3)C1C (stereo unspecified)
22. Cc1c(C(=O)N2CCOCC2)c(S(=O)(=O)Nc2ccc(C(C)C)cc2)c(C)n1C
23. Cc1ccc(CNC(=O)C2CCN(c3nc4ccccc4n(C)c3=O)CC2)cc1
24. O=C(CSc1nnc2ccccn12)NCCc1ccc(Cl)cc1

assay / compound	17	18	19	20	21	22	23	24
AmpC inh detg	?	-7%	·	-7%	-10%	-16%	1%	-1%
HCMV antiviral	·	-23	-24	0	13	31	-2	-25
HCV inhibitor	-6%	11%	10%	?	16%	19%	·	31%[activator]
Sm TGR inh	50µM*	-1%	·	-4%	4%	-15%	-9%	6%
Giardia FBPA inh	-12%	1%	·	6%	1%	-5%	·	10%
AmpC no deterg	-28%	-2%	25%	-27%	7%	86%[activator]	·	-4%

25. CCOC(=O)C1CCN(C(=O)c2cccnc2)CC1
26. CCOc1ccccc1-c1nc(CN(Cc2cnn(C)c2)C(C)C)c(C)o1
27. CCCCC(C(=O)NC(=O)NCc1ccccc1)N1C(=O)c2ccccc2C1=O (stereo unspecified)
28. CCN(CC)C(=O)[C@H]1CC(CC(=O)NCC23CC4CC(CC(C4)C2)C3)C(=O)N2CCc3c([nH]c4ccccc34)[C@]12C (stereo partly specified)
29. Cc1ccc([N+](=O)[O-])cc1N(CC(=O)NC1CCCC1)S(C)(=O)=O
30. Cc1[nH]c(=O)[nH]c(=O)c1S(=O)(=O)Nc1cccc(Cl)c1C
31. COc1ccc(NC(=O)CN2C(=O)C(C)N=C(c3ccccc3)c3ccccc32)cc1OC (stereo unspecified)
32. O=C1COc2ccc(C(=O)c3ccccc3)cc2CN1

assay / compound	25	26	27	28	29	30	31	32
AmpC inh detg	?	2%	1%	·	-14%	12%	4%	?
HCMV antiviral	25	-37	37	?	1	11	-4	-40
HCV inhibitor	22%	-17%	2%	?	17%	·	·	-3%
Sm TGR inh	7%	-12%	9%	·	11%	4%	0%	1%
Giardia FBPA inh	0%	0%	-4%	·	4%	·	·	4%
AmpC no deterg	-15%	38%	-28%	-1%	110%[activator]	·	·	-31%

# Entries of single compounds, quoted from the list. Screens in order: AmpC inh detg	HCMV antiviral	HCV inhibitor	Sm TGR inh	Giardia FBPA inh	AmpC no deterg
# Entry for CCCCC(C(=O)NC(=O)NCc1ccccc1)N1C(=O)c2ccccc2C1=O (stereo unspecified) : 1%	37	2%	9%	-4%	-28%
# Entry for CCOc1ccccc1-c1nc(CN(Cc2cnn(C)c2)C(C)C)c(C)o1 : 2%	-37	-17%	-12%	0%	38%

# Further structures
33. CC1C2Cc3ccc(O)cc3[C@]1(C)CCN2CCc1ccccc1 (stereo partly specified)
34. COc1ccc(S(=O)(=O)NCC(=O)N(Cc2ccco2)C(C(=O)NC(C)(C)C)C(C)C)cc1 (stereo unspecified)
35. COc1ccc(-n2c(O)c(/C=N/NS(=O)(=O)c3cc(C)ccc3C)c3ccccc3c2=O)cc1OC
36. CCCC(=O)Nc1ccccc1N1CCN(C(=O)C(C)C)CC1
37. Cc1ccc(Cl)cc1NC(=O)COc1ccccc1
38. Cc1ccc(NC(=O)N2CCC(c3nc4c(nnn4Cc4c(F)cccc4Cl)c(=O)[nH]3)CC2)cc1
39. Oc1ccccc1CNCCCN1CCOCC1
40. O=C(CCC(=O)c1cccs1)Nc1ccc(F)c(F)c1F

assay / compound	33	34	35	36	37	38	39	40
AmpC inh detg	·	1%	-5%	-10%	-9%	-11%	?	-8%
HCMV antiviral	-18	14	2	-1	16	-65*	8	19
HCV inhibitor	?	4%	-19%	-3%	-12%	-3%	?	19%
Sm TGR inh	·	7%	-18%	-10%	6%	-25%	-1%	-20%
Giardia FBPA inh	·	·	-11%	-6%	8%	-3%	-26%	-10%
AmpC no deterg	-28%	20%	91%[activator]	10%	-23%	5%	-21%	-24%

41. COc1ccc(CCN2CC(C#N)=C3c4cc(OC)c(OC)cc4CCN3C2)cc1OC
42. CCOC(=O)/C(C#N)=C/c1c(Oc2cccc(C)c2)nc2ccccn2c1=O
43. CCC1CCC(c2nnc(-c3ccc(Br)cc3)o2)CC1 (stereo unspecified)
44. COCCn1c(-c2ccc(Br)cc2)csc1=Nc1cccnc1
45. CCOC(=O)c1nn(-c2ccc(C)cc2)c(=O)c2c(N)scc12
46. NS(=O)(=O)c1cccc(NC(=O)COC(=O)CCC(=O)c2cccs2)c1
47. Cn1c(SCc2ccccc2)nnc1-c1ccncc1
48. COc1ccc(-c2cc(C(=O)NCCc3ccc(OC)c(OC)c3)c3ccccc3n2)cc1

assay / compound	41	42	43	44	45	46	47	48
AmpC inh detg	-14%	-3%	-4%	-14%	-5%	·	?	-5%
HCMV antiviral	-27	14	16	-37	-18	-1	-35	15
HCV inhibitor	?	3%	3%	?	?	9%	-12%	·
Sm TGR inh	?	4%	-8%	-12%	-10%	·	6%	-9%
Giardia FBPA inh	-20%	0%	0%	-3%	?	·	9%	·
AmpC no deterg	103%[activator]	9%	-35%	-14%[11.4 µM]	-48%	-28%	-17%	·

49. CCN1CCN(c2nc3ccccn3c(=O)c2/C=C(\C#N)S(=O)(=O)c2ccccc2)CC1
50. CCC(=O)Nc1cc2c(C)cc(=O)oc2cc1C
51. C=CCn1c(COc2ccc(F)cc2)nnc1SCC(=O)NC(=O)NCc1ccco1
52. FC(F)(F)c1cccc(C2NCc3ccccc3-n3cccc32)c1 (stereo unspecified)
53. O=C(O)CC1(CC(=O)N2CCC(C(=O)O)CC2)CCCC1
54. CN1C(=O)NC(=O)C(C)(C2=CCCCC2)C1=O (stereo unspecified)
55. O=C(CCN1CCN(c2ccccc2)CC1)Nc1ccccc1
56. COCCn1c(SCC(=O)Nc2nnc(C)s2)nnc1-c1ccco1
57. O=C(CN1CCN(c2ccccc2)CC1)Nc1ccc(F)cc1

assay / compound	49	50	51	52	53	54	55	56	57
AmpC inh detg	2%	?	?	-10%	45µM*	·	-12%	7%	?
HCMV antiviral	42	30	31	?	-32	3	28	-29	-3
HCV inhibitor	6%	13%	18%	2%	23%	-20%	1%	0%	7%
Sm TGR inh	-20%	4%	?	7%	-28%	·	10%	2%	?
Giardia FBPA inh	1%	3%	-4%	2%	8%	0%	8%	-6%	14%
AmpC no deterg	67%[activator]	5%	0%	-6%	-53%	·	1%	-1%	-2%
